# 12-LOX inh = inhibitors of human 12S-lipoxygenase ALOX12; hit rate 1.1% among 580,000; AID 1671190; Potency, µM (series often up to 108 µM), for the others: top-dose activity change, negative = inhibition, actives largely listed as inhibitors; P18054; purified 12hLO, xylenol orange hydroperoxide absorbance; note: potency is the fitted concentration of half-maximal effect; % is set by controls: 0 for no effect and ±100 for the full control effect
#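 Purified human 12hLO at 150 nM in 25 mM Hepes, 0.01% Triton X-100, pH 7.0, preincubated 15 min at room temperature with compound. Reaction started with 40 uM arachidonic acid, 30 min at room temperature. Hydroperoxide measured by Fe-xylenol orange, 573/405 nm absorbance ratio.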
# Pol beta inh = DNA polymerase beta (human) inhibition | P06746 | Pol beta primer extension/strand displacement, fluorescence kinetic | Potency, µM (top dose mostly 114 µM), inactives show at the top dose activity change, negative = inhibition, most hits filed as inhibitors | hit rate 1.3% among 340,000; note: potency is the fitted concentration of half-maximal effect; % is set by controls: 0 for no effect and ±100 for the full control effect
#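 Values derive from four-parameter Hill fits of normalized kinetic data: reads at 0 and 10 min following addition of 50 nM substrate to 10 nM Pol beta preincubated 15 min with compound.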
# APE1 inh = blocks human APE1 abasic DNA cleavage; AID 2517; recombinant APE1, TAMRA/BHQ-2 abasic DNA cleavage fluorescence; Potency, µM (top dose mostly 65.8 µM), for the others: top-dose activity change, negative = inhibition, hits mostly inhibitors; P27695; hit rate 0.35% among 350,000;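 note: potency is the fitted concentration of half-maximal effect; plate controls were vehicle for no effect and reference inhibitor for full effect; nearly all actives have a fitted effect of over 55% in size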
# Target sequence (P27695 whole entry, looked up): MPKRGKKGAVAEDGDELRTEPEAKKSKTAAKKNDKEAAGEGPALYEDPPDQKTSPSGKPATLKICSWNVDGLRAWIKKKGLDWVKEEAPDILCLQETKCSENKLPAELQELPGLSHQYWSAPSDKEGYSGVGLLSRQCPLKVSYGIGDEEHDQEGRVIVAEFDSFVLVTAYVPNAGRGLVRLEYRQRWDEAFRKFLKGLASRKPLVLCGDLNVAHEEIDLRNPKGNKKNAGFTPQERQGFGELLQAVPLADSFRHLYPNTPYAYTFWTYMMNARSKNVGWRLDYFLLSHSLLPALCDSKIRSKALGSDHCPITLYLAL
#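 Kinetic fluorescence read (525 ex/598 em nm, three reads 60 s apart) of AP-site incision; signal = third minus first read. Enzyme 0.75 nM, dual-labelled THF duplex 50 nM, compound preincubation 15 min RT.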
# POLI inh = inhibitors of human DNA polymerase iota; Potency, µM (doses to about 115 µM), without a hit: at the top dose activity, negative = inhibition, usual class: inhibitors; hit rate 1% among 390,000; AID 588590; Pol iota fluorescent replication assay, 10 min; Q9UNA4; note: potency is the fitted concentration of half-maximal effect
# Target sequence (Q9UNA4 whole entry, looked up): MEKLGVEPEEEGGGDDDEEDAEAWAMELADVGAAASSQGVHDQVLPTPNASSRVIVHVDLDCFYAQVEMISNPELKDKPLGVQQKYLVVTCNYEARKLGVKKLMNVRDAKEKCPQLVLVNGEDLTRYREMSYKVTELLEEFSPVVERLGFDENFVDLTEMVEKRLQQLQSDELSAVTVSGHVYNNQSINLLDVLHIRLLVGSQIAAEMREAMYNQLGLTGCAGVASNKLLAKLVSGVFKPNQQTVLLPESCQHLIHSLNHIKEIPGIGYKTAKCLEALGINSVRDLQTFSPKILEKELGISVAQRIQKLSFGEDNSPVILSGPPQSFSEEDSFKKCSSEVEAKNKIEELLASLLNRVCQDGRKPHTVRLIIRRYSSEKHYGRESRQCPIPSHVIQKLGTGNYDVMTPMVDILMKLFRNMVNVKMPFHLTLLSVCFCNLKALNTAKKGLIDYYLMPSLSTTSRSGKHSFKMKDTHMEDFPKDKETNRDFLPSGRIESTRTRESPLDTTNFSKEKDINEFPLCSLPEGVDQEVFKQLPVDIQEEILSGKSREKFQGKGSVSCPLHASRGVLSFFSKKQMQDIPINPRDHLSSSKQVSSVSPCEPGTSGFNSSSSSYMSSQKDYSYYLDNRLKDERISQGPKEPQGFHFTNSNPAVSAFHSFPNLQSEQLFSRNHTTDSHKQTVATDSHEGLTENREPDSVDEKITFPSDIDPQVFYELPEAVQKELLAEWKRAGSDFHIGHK
#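 Pol iota at 10 nM preincubated 15 min with compounds at room temperature; reaction started with fluorescent substrate, 50 nM final. Fluorescence read kinetically at 0 and 10 min; buffer-only wells as negative control.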
# TRHR agonist = activates the human TRH receptor. TRHR cells, calcium flux fluo-8, FDSS agonist mode. P34981. activation, % at 2 µM. hit rate 0.18% among 360,000; in the data active = activation above about 30%; note: 0% is about no effect
#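 Agonist-mode FDSS calcium read (Ex 480/Em 530, 1 s cycles) in 1536-well TRHR cells with fluo-8 dye, after 10-cycle baseline and 23 nL compound addition; TRH at EC20 (10 nM final) added afterwards for the enhancer phase.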
# Anesthetic bind = binds horse apoferritin like a general anesthetic; P02791; apoferritin/1-aminoanthracene competitive binding, fluorescence; Potency, µM (series often up to 77.5 µM), for inactives: at the top dose activity change, negative = displacement, most hits filed as inhibitors; hit rate 0.074% among 350,000; note: potency is the fitted concentration of half-maximal effect; % is set by controls: 0 for no effect and ±100 for the full control effect; nearly all actives have a fitted effect of over 20% in size
#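 Probe: 1-aminoanthracene (50% saturated, PBS). Protein: horse-spleen apoferritin, 10 uM. Incubation: 10 min, room temperature. Detection: 380 nm excitation, 535 nm emission. Analysis: normalized response, four-parameter Hill.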
# ERG-DNA inh = blocks human ERG Ets domain binding to DNA; fluorescence polarization, His-ERG Ets domain / labelled DNA; Potency, µM (highest dose often 76.9 µM), without a hit: at the highest dose FP activity, negative = inhibition, most hits filed as inhibitors; hit rate 0.028% among 370,000; active = well fitted inhibition curve with a large enough effect in the polarisation, with a control signal flat; inconclusive = small, poorly fitted or top-dose-only effect, or effect the other way, or a change in a side signal; inactive = no such curve, though single readings can be large or run the other way; the % refers to the polarisation;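 note: polarization taken with two DNA probes labelled with fluorescein and Texas red; potency is the fitted concentration of half-maximal effect; % of control where 0% means no effect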
#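 His-tagged ERG Ets domain (1 uM in the protein solution; 300mM KCl, 50mM Tris-HCl, 1mM EDTA, 1mM DTT, pH 7.5) received compound, then a probe mix of 5 nM fluorescein-DNA and 100nM Texas-615-DNA. Fluorescence polarization was read for both dyes.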
# BLM inh = blocks DNA unwinding by human BLM helicase; Potency, µM (doses to about 56.1 µM), for inactives: at the highest dose activity change, negative = inhibition, hits mostly inhibitors; recombinant BLM DNA unwinding, fluorescence dequenching; hit rate 0.2% among 350,000; P54132; AID 2528;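 note: potency is the fitted concentration of half-maximal effect; plate controls were vehicle for no effect and no enzyme for full effect; nearly all actives have a fitted effect of over 35% in size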
# POLK inh = DNA polymerase kappa (human) inhibition; Q9UBT6; hit rate 0.53% among 400,000; AID 588579; purified Pol kappa, fluorescent DNA synthesis assay, 10 min; Potency, µM (doses to about 107 µM), inactives show at the highest dose activity, negative = inhibition, most hits filed as inhibitors; note: potency is the fitted concentration of half-maximal effect; % is set by controls: 0 for no effect and ±100 for the full control effect
#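 Readout: fluorescence, taken kinetically at 0 and 10 min. Conditions: 10 nM Pol kappa, 15 min RT compound preincubation, 50 nM substrate final. Controls: enzyme-free buffer wells.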
# An asterisk follows results filed as active; i = inactive; ? = inconclusive; nt = not tested or not shown; & = joins results of further samples; [ ] = dose if it differs, or a comment. Unless noted, calls come from the whole dose curve; as a rule, active = well fitted curve in the direction sought with a large enough effect; inconclusive = small, poorly fitted or top-dose-only effect, or another doubt; inactive = no such curve, though single readings can be large; an effect the other way counts as inactive or inconclusive. The list is partial; rates above refer to the full screens.
SMILES,12-LOX inh,Pol beta inh,APE1 inh,POLI inh,TRHR agonist,Anesthetic bind,ERG-DNA inh,BLM inh,POLK inh
CCOC(=O)c1[nH]c(C)c(CCC(=O)NCc2ccc(N(C)C)cc2)c1C,-13%,10%,nt,15%,-1.1,38%[activator],5%,0%,-1%[60.1 µM]
Cc1ccc(S(=O)(=O)N2CCOC2CNC(=O)C(=O)NCCN2CCOCC2)cc1 (stereo not drawn),7%,-14%,17%,126%[activator],0.3,-5%,0%,-7%,6%
CCCN(CCC)CCCNC(=O)c1cnn(-c2ccc(F)cc2)c1-n1cccc1,-13%,14%,nt,-5%,-1.5,-5%,-2%,4%,3%
COc1ccc(C(=O)NCC(=O)N/N=C(C)\C=C\c2ccccc2)cc1OC,-5%,8%,-3%,32%[activator],-0.7,-24%,1%,-3%,-1%
CC(C)(NO)/C(=N\O)c1ccccc1,?,-4%,12%,-14%,0.8,-10%,-3%,-1%,-3%
O=C(COc1ccc2c(-c3ccccc3)cc(=O)oc2c1)NCCCN1CCOCC1,1%&20%,14%,6%,9%,-0.8,-8%,-2%,2%,-16%
CCCc1nc(SCC(=O)c2ccccc2)c2c(=O)n(C)c(=O)n(C)c2n1,26%,0%,-2%,16%,2.8,4%,-1%,-4%,3%
CCOC(=O)[C@H]1[C@H]2COc3ccc(OC)cc3[C@@H]2N2C(=O)CN(CCc3c[nH]c4ccccc34)C(=O)[C@@]12C,0%,nt,-8%,11%,-0.1,nt,-1%,nt,2%
COc1ccc(C(=O)O)cc1S(=O)(=O)N(CCc1ccccc1)Cc1ccccc1,0%,19%,14%,2%,0.2,-4%,2%,2%,-11%
O=C1NC(=O)C(c2cn(-c3ccccc3)nc2-c2ccc(F)cc2)N1 (stereo not drawn),0%,11%,1%,-10%,-0.1,-3%,-1%,-8%,-10%
CCCCn1c(N)c(N(CCOC)C(=O)c2cccc(-n3cnnn3)c2)c(=O)[nH]c1=O,-18%,nt,8%,-17%,0.1,nt,1%,nt,-3%
Cc1noc(C)c1NC(=O)N(C)C[C@H]1Oc2ccc(NS(=O)(=O)c3cccs3)cc2C(=O)N([C@H](C)CO)C[C@@H]1C,-13%,nt,-7%,34%[activator],nt,nt,-3%,nt,12%
COc1ccc(Cc2n[nH]c(=S)n2C)cc1Br,?,1%,8%,-7%,-0.6,-3%,2%,1%,-6%
Cc1cn([C@@H](CCCCNC(=O)OC(C)(C)C)C(=O)NCCCCCCCCCCC(=O)N2CCN(C(=O)OC(C)(C)C)CC2)nn1,nt,nt,-16%,26%,0.7,nt,8%,nt,-10%
Cc1cc(=O)nc2c3ccccc3n(CC(=O)NCCCN3CCCCC3C)n12 (stereo not drawn),4%,-5%,-19%,18%,-1.2,-6%,-19%,-10%,0%
CCOc1ccc2oc(-c3ccccc3)c(C(=O)N3CCN(CCO)CC3)c2c1,-2%,-13%,1%,-4%,1.2,-12%,15%,-2%,-8%
Cc1ccccc1C(=O)N1CCN(c2ccc(NC(=O)CSc3ccc(Cl)cc3)cc2)CC1,4%,?,-6%,?,0.0,-8%,5%,-8%,-1%
CCN(CC)CCNC(=O)C(=O)Nc1cc2c3c(c1)CCC(=O)N3CCC2,2%,29%,79%[activator],-2%,0.2,16%,7%,-7%,14%
Cc1cc(C)cc(Nc2nc3ccccc3n3cnnc23)c1,-16%,-17%,nt,-7%,1.7,-5%,-6%,-5%,-12%
CO/N=C(\CS(=O)(=O)Cc1ccc(OC)cc1)c1ccc(Cl)cc1,-13%,38%,-5%,?,-1.6,-13%,?,-2%,?
CCOC(=O)C1=C(C)NC2=C(C(=O)CCC2)C1c1cn(Cc2ccc(Cl)cc2Cl)nc1-c1ccccc1 (stereo not drawn),-7%,-30%,-3%,-10%,0.6,214%[activator],10%,3%,-10%
Nc1ncnc2c1nc(Br)n2[C@@H]1O[C@@H]2COP(=O)(O)O[C@H]2[C@H]1O,-3%,nt,nt,-11%,nt,nt,9%,nt,-12%
Cc1cc(Cl)ccc1OCCCC(=O)NCCc1nnc2ccccn12,52%[activator],-8%,80%[activator],25%,0.1,-1%,-6%,3%,11%
COc1ccc(-n2nc3c(c2NC(=O)C2CC2)CS(=O)C3)cc1 (stereo not drawn),-24%,-3%,-2%,16%,-0.2,-7%,-1%,2%,0%
O=C(C1CCN(S(=O)(=O)Cc2ccccc2)CC1)N1CCN(c2ccc(F)cc2)CC1,?,1%,nt,18%,0.3,-9%,-4%,-4%,3%
O=C1[C@H]2CCC=C[C@H]2[C@H](c2cccc(Br)c2)N1Cc1ccccc1,nt,nt,-12%&15%,-23%,nt,11%[110 µM],-7%,-11%[75.6 µM],-2%
O=C(Nc1ccccc1)N1CCCC2(CCN(C(=O)c3ccco3)CC2)C1,-11%[57.4 µM],nt,2%,nt,nt,nt,nt,-3%,5%[60.1 µM]
O=C(N/C(=C/c1ccco1)C(=O)N1CCCCC1)c1cccs1,-29%,-1%,-2%,3%[58.9 µM],0.3,-5%,-2%,0%,-4%
O=C(NCc1ccccn1)C1(C(F)(F)F)C/C(=C\Cc2ccccc2)CCCO1 (stereo not drawn),nt,nt,-4%,?,nt,-20%,nt,-2%,-18%
COCCNC(=S)N1CCN(S(=O)(=O)c2ccc(Cl)s2)CC1,-4%,5%,12%,-23%,0.2,-3%,-5%,0%,-12%
CCCn1c(=N)n(CC(=O)c2ccc(Cl)c(Cl)c2)c2ccccc21,?,-1%,21%,2%,0.2,-7%,-4%,-6%,-2%
FC(F)(F)c1ccc(N=Cc2sc(N3CCOCC3)nc2-c2ccccc2)cc1,-3%,38%,18%,-13%,0.3,4%,-5%,1%,3%
O=C(N1CCN(Cc2ccccc2)CC1)C(Cl)(Cl)Cl,-25%,-12%,-4%,15%,-0.4,-9%,1%,0%,-12%
CC1CN(C2CCN(S(=O)(=O)c3ccc(F)cc3)CC2)CC(C)O1 (stereo not drawn),-18%,0%,1%,13%,0.3,-10%,4%,2%,0%
CC1(NC(=O)Nc2cccc3ccccc23)CCS(=O)(=O)C1 (stereo not drawn),-5%,52%,3%[12.4 µM],10%,0.0,5%,-3%,0%,-5%
Cc1c(/C(O)=C2\C(=O)C(=O)N(CCN(C)C)C2c2cccnc2)cnn1-c1ccccc1 (stereo not drawn),?,14%,-2%,0%,0.1,-7%,-1%,-3%,0%
CCC(C)(C)n1nnnc1C(c1ccccn1)N1CCN(c2cccc(OC)c2)CC1 (stereo not drawn),7%,3%,1%,6%,0.4,2%,-3%,0%,-12%
COC(=O)c1ccc(NC(=O)CC2C(=O)N(c3ccc(Cl)cc3)C(=O)N2Cc2cccs2)cc1 (stereo not drawn),-28%,-1%,nt,14%,0.6,-13%,2%,-7%,-21%
COC(=O)C(CC(C)C)NC(=O)/C=C/c1ccc(Cl)cc1 (stereo not drawn),-7%,10%,15%,36%[activator],-0.3,-15%,11%,-4%,-10%
COc1cc2[nH]c(=O)n(CCC(=O)NC3CCN(Cc4ccccc4)CC3)c(=O)c2cc1OC,27%,11%,1%,-10%,0.4,-8%,0%,1%,1%
CN(C)c1ccc(-c2cccc(C3CC=CC4C3C(=O)N(Cc3ccccc3)C4c3ccc(C(F)(F)F)cc3)c2)cc1 (stereo not drawn),-3%,-9%,1%&-3%,40%&29%[activator],-0.1,0%&-20%,-20%,-3%&-6%,-25%&4%
CCOC(=O)CSc1cc(=O)n(C)c2cc(Cl)ccc12,?,25%,-6%,19%,0.3,81%[activator],-12%,1%,-1%
Cc1ccc(S(=O)(=O)N(Cc2cc3ccccc3[nH]c2=O)c2cccc(C)c2)cc1,1%,0%,-2%,12%,1.0,0%,-10%,-4%,-6%
O=C(O)c1c[nH]c2ccc(F)cc2c1=O,-18%,1%,-3%,-16%,0.0,-2%,-1%,0%,-8%
COc1ccc(CCNC(=O)C2CCCN2C(=O)Nc2ccc(Cl)cc2)cc1OC (stereo not drawn),29%,1%,40%,2%,0.6,1%,-10%,-5%,-17%
CCS(=O)(=O)NCCc1csc2nc(-c3ccc(C)cc3)nn12,0%,-22%,nt,9%,-0.1,-8%,-7%,0%,-2%[60.1 µM]
O=C(CCSc1ccc(Cl)cc1)N1CCN(c2ncccn2)CC1,5%,16%,?,0%,-0.6,-24%,-5%,-2%,-10%
c1csc(-c2nc(N3CCOCC3)c3ccccc3n2)c1,14%,14%,4%[12.4 µM],70%[activator],-1.0,-10%,0%,2%,4%
CN1CCN(c2ccc(S(=O)(=O)N3CCOCC3)cc2NC(=O)COc2ccc(C#N)cc2)CC1,0%,nt,nt,-23%,nt,nt,5%,nt,1%
C=C(C)COc1ccc(-c2nc(N)ncc2Oc2ccccc2OCC)c(O)c1,0%,?,-5%,0%,0.8,-11%,15%,-12%,-11%
O=C(CCCOc1ccc(Cl)cc1Cl)Nc1nnc(C2CC2)s1,i,14%,1%,-1%,0.1,-5%,3%,-1%,-4%

# Bioassay records (PubChem)
